APEX1 inh: qHTS Assay for Inhibitors of the Human Apurinic/apyrimidinic Endonuclease 1 (APE1); 0.35% of 350,000 active; recombinant APE1, TAMRA/BHQ-2 abasic DNA cleavage fluorescence; Potency, µM (titrated, usually from 65.8 µM), for the others: top-dose activity change, negative = inhibition, most hits filed as inhibitors; DNA repair nuclease/redox regulator APEX1 (Homo sapiens), P27695; AID 2517, 2012;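 further: potency means the concentration at half of the fitted maximal effect; plate controls were vehicle for no effect and reference inhibitor for full effect; nearly all actives have a fitted effect of over 55% in size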
Target sequence (P27695 whole entry, looked up): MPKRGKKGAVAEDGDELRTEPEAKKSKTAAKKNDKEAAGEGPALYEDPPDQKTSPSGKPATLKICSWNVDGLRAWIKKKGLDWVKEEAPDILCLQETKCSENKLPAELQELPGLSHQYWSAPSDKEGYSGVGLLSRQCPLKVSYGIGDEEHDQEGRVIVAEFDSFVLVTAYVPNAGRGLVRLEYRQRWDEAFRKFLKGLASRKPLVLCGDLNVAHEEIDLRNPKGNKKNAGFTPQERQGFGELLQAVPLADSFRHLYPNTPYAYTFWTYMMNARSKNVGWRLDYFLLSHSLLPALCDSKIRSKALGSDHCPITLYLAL
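Activity was derived from the fluorescence gain between first and third kinetic reads (60 s intervals, ex 525/em 598 nm) after 50 nM THF-abasic TAMRA/BHQ-2 duplex was added to 0.75 nM APE1 preincubated 15 min with compound.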
Pol iota inh: qHTS for Inhibitors of Polymerase Iota | Pol iota fluorescent replication assay, 10 min | Potency, µM (top dose mostly 115 µM), for the others: top-dose activity, negative = inhibition, hits mostly inhibitors | 1% of 390,000 active | AID 588590, 2011; further: potency means the concentration at half of the fitted maximal effect
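Pol iota at 10 nM preincubated 15 min with compounds at room temperature; reaction started with fluorescent substrate, 50 nM final. Fluorescence read kinetically at 0 and 10 min; buffer-only wells as negative control.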
POLK inh: qHTS for Inhibitors of Polymerase Kappa; DNA polymerase kappa (Homo sapiens), Q9UBT6; purified Pol kappa, fluorescent DNA synthesis assay, 10 min; Potency, µM (highest dose often 107 µM), inactives show at the highest dose activity, negative = inhibition, most hits filed as inhibitors; 0.53% of 400,000 active; AID 588579, 2011; further: potency means the concentration at half of the fitted maximal effect; on the % scale 0 is the no-effect control and ±100 the full control effect
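Here, compound and 10 nM enzyme are combined for 15 min at room temperature; adding 50 nM substrate (final) starts DNA synthesis, tracked by fluorescence at 0 and 10 min against buffer-only wells.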
POLB inh: qHTS Assay for Inhibitors of DNA Polymerase Beta. 1.3% of 340,000 active. Potency, µM (series often up to 114 µM), for inactives: at the top dose activity change, negative = inhibition, actives largely listed as inhibitors. Pol beta primer extension/strand displacement, fluorescence kinetic. P06746; further: potency means the concentration at half of the fitted maximal effect; on the % scale 0 is the no-effect control and ±100 the full control effect
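Pol beta (10 nM) and compounds were preincubated 15 min at room temperature, then 50 nM substrate (final) started primer extension/strand displacement. Reads were taken at 0 and 10 min; concentration-response data were fitted to a four-parameter Hill equation.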
Anesthetic bind: qHTS Assay for Identification of Novel General Anesthetics. Ferritin light chain (Equus caballus), P02791. 0.074% of 350,000 active. apoferritin/1-aminoanthracene competitive binding, fluorescence. Potency, µM (series often up to 77.5 µM), without a hit: top-dose activity change, negative = displacement, most hits filed as inhibitors. AID 485281, 2010; further: potency means the concentration at half of the fitted maximal effect; on the % scale 0 is the no-effect control and ±100 the full control effect; nearly all actives have a fitted effect of over 20% in size
Target sequence (P02791 2-175 limits assumed): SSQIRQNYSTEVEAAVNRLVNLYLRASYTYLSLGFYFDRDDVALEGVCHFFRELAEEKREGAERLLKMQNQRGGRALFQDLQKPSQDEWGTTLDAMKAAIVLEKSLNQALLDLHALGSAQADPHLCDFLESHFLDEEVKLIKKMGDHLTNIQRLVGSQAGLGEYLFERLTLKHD
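Steps: apoferritin (10 uM) was premixed with half-saturated 1-AMA in PBS, compounds were pin-transferred, plates stood 10 min at room temperature, fluorescence was read at 380/535 nm, and curves were fitted with a Hill equation.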
RXFP1 antag: qHTS Assay for Antagonists of the Relaxin Receptor RXFP1. HEK293-RXFP1, relaxin-stimulated cAMP HTRF, 30 min; hits give low values. AID 1259400, 2018. Relaxin receptor 1 (Homo sapiens), Q9HBX9. 0.59% of 350,000 active. activity change, negative = inhibition, % at 57.5 µM;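 active means activity change of -60% or lower, but not beyond a set lower limit; inconclusive means change between -60% and -40%, or beyond the set limit; inactive means change above -40%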; further: on the % scale 0 is the no-effect control and ±100 the full control effect
POLH inh: qHTS for Inhibitors of Polymerase Eta | DNA polymerase eta (Homo sapiens), Q9Y253 | Potency, µM (series often up to 114 µM), for inactives: at the highest dose activity change, negative = inhibition, usual class: inhibitors | AID 588591, 2011 | 1.2% of 390,000 active | recombinant Pol eta, fluorescent DNA replication assay; further: potency means the concentration at half of the fitted maximal effect; on the % scale 0 is the no-effect control and ±100 the full control effect
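Pol eta (10 nM) was preincubated with compounds for 15 min at room temperature, after which fluorescent replication substrate (50 nM final) was added to start the reaction. Fluorescence was read kinetically at 0 and 10 min.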
PGK inhibitor: qHTS Assay to Find Inhibitors of Phosphoglycerate Kinase; Phosphoglycerate kinase, glycosomal (Trypanosoma brucei brucei), P07378; PGK/GAPDH coupled, Kinase-Glo luminescence, 60 min; Potency, µM (series often up to 57.5 µM), inactives show top-dose activity change, negative = inhibition, usual class: inhibitors; 0.043% of 380,000 active; further: potency means the concentration at half of the fitted maximal effect; on the % scale 0 is the no-effect control and ±100 the full control effect; nearly all actives have a fitted effect of over 60% in size
Target sequence (P07378 whole entry, looked up): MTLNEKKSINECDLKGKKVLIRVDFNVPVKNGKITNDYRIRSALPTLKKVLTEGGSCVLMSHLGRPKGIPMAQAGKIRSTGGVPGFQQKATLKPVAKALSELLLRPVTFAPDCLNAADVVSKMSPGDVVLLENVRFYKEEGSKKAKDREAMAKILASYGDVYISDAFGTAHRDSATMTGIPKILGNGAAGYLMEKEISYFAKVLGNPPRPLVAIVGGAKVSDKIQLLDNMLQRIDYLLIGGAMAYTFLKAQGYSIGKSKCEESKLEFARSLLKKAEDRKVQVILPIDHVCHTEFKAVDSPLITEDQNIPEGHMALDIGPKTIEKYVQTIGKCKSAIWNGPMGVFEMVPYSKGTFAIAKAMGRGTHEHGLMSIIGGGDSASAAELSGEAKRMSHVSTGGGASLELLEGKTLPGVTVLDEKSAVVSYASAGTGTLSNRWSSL
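Recombinant glycosomal PGK reaction used 1,3-bisphosphoglycerate generated in-well by GAPDH (100nM final) in 100mM TEA pH 7.6, 5mM MgCl2, 0.01% Tween-20. After 60 minutes at room temperature, ATP was read by Kinase-Glo Plus luminescence end-point.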
BLM inh: qHTS Assay for Inhibitors of Bloom's syndrome helicase (BLM); RecQ-like DNA helicase BLM (Homo sapiens), P54132; recombinant BLM DNA unwinding, fluorescence dequenching; 0.2% of 350,000 active; Potency, µM (highest dose often 56.1 µM), for the others: at the top dose activity change, negative = inhibition, most hits filed as inhibitors;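 further: potency means the concentration at half of the fitted maximal effect; plate controls were vehicle for no effect and no enzyme for full effect; nearly all actives have a fitted effect of over 35% in size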
* marks the source's active call; other numbers are inactive results; i = inactive; ? = inconclusive; / = not tested or not shown; & = joins results of further samples; [ ] = dose if it differs, or a comment. Unless noted, the call rests on the fitted dose curve; in most records, active means well fitted curve in the direction sought with a large enough effect; inconclusive means small, poorly fitted or top-dose-only effect, or another doubt; inactive means no such curve, though single readings can be large; an effect the other way counts as inactive or inconclusive. A portion of the library; count on the stated rates, not on these rows.

item	APEX1 inh	Pol iota inh	POLK inh	molecule	POLB inh	Anesthetic bind	RXFP1 antag	POLH inh	PGK inhibitor	BLM inh
1	3%	2%	-6%	CC(C)(C)OC(=O)NCCc1nnc(SCc2ccc(Cl)cc2)o1	2%	?	-2	-20%	-1%	-12%
2	?	?	79µM*	O=C(O)c1cc(-c2ccco2)nc2cc3ccccc3cc12	11µM*	22%	-5	20µM*	-21%	23%
3	0%	-2%	-18%	Cc1ccc(CSCCNS(=O)(=O)c2ccccc2)cc1	-1%	-18%	16	-19%	-3%	-7%
4	0%	2%	-18%	Cc1cc2nc(CS)[nH]c2cc1C	1%	-15%	8	-15%	-6%	-4%
5	3%	15%	5%	O=C(NCCCN1CCOCC1)c1ccc2c(c1)N(Cc1cccc(Cl)c1)C(=O)c1ccccc1S2=O (stereo not drawn)	-3%	-11%	-16	-12%	9%	-2%
6	-1%	-2%	-3%	CS(=O)(=O)N1CCN(c2ccc([N+](=O)[O-])c(NCc3ccccc3)c2)CC1	5%	-22%	2	-12%	i	-4%
7	37%	24%	-12%	COc1ccccc1C(=O)NCCC(=O)N(C)CC(=O)Nc1ccccc1Br	/	/	3	-18%	i	/
8	/	0%	-19%	CCCn1c2ccccc2c2cnn(CC(=O)NCC3CCN(Cc4ccc(C)cc4)CC3)c(=O)c21	1%	2%	1	-12%	i	-2%
9	-8%	12%	-18%	Cc1ccc(NC(=O)CN(C)S(=O)(=O)c2cccc3nsnc23)cc1Cl	-1%	-11%	-3	-12%	-11%	-5%
10	-1%	27%	0%	Cc1cc(C)n2nc3nc4c(cc3c2n1)CCCC4	-8%	91%[activator]	3	-5%	-4%	-23%
11	/	11%	-19%	O=C(CN1C(=O)c2cccc3cccc1c23)Nc1cccc(F)c1	0%	114%[activator]	/	-5%	-2%	-1%
12	-7%	0%	-16%	CSc1ccccc1OCc1cc(C(=O)N2CCCC2c2nonc2C)no1 (stereo not drawn)	31%	-7%	3	-4%	-2%	-8%
13	-3%	10%	-14%	CCOc1ccc(OCC)c(NC(=O)CSc2nc3cccnc3n2C)c1	-1%	6%	2	?	2%	2%
14	0%	-5%	-10%	Cc1cc(NC(=O)CSc2nnc(CNc3ccc(F)cc3)n2C2CCCCC2)no1	19%	-12%	-8	-14%	-7%	0%
15	-5%	-19%	-7%	Cc1cc(C(=O)O)ccc1-c1ccc(/C=N/n2cnnc2)o1	-8%	1%	-2	-13%	3%	-4%
16	-2%	71%[activator]	1%	CCOC(=O)c1sc(NC(=S)NC(=O)c2ccccc2Cl)c(C(=O)OCC)c1C	21%	-8%	5	-1%	-13%	-1%
17	-11%	16%	1%	Cc1ccccc1-c1nnc(SCC(=O)Nc2ccc3c(c2)OCCO3)n1N	42%	?	-4	-5%	i	0%
18	17%	5%	1%	COc1ccc(OC)c(N(CC(=O)O)S(=O)(=O)c2ccc(OC)c(OC)c2)c1	22%	-15%	-22	-9%	i	4%
19	?	/	/	Cc1ccc(N=Nc2c(O)c3ccccc3[nH]c2=O)c(S(=O)(=O)N(C)C)c1	-23%	4%	/	/	/	2%
20	-2%	21%	-12%	CCN(CC)CCn1c2ccccc2c2nc3ccc([N+](=O)[O-])cc3cc21	-17%	-7%	-19	-25%	-3%	2%
21	?	40µM*	?	Cc1noc(NS(=O)(=O)c2ccc(NC(=O)c3ccoc3C)cc2)c1C	?	-11%	4	10µM*	-10%	3%
22	-10%	-5%	-1%	COC(=O)[C@@]12CCCCN1[C@H](c1ccc(SC3CCCCC3)c(OC)c1)[C@@H]1C(=O)N(C)C(=O)[C@@H]12	/	/	/	-24%	-1%	/
23	50%	92%[activator]	-3%	CC(=O)N1CCN(C(=O)COC(=O)CNC(=O)c2ccccc2C)CC1	/	/	-2	-16%	i	/
24	5%	19%	-15%	CCCc1nnc(SCC(=O)N2CCOCC2)n1C	-12%	19%	2	-10%	-4%	-1%
25	-3%	50µM*	?	COc1cc2cc(Oc3ccc4ccc(=O)oc4c3)c(=O)oc2cc1OC1OC(COC(=O)CC(C)(O)CC(=O)O)C(O)C(O)C1O (stereo not drawn)	?	32%[activator]	/	35µM*	-13%	-9%
26	10%	18%	6%	CCN(C(=O)CN1C(=O)NC2(CCc3ccccc32)C1=O)C1CCS(=O)(=O)C1 (stereo not drawn)	/	/	1	3%	-1%	/
27	-2%	6%	-14%	Cc1nnc(SCc2c(Cl)cccc2Cl)s1	18%	?	1	-13%	-3%	-3%
28	0%	-8%	8%	COc1ccc(N2C(=O)CSC2c2cccc(F)c2)c(OC)c1 (stereo not drawn)	-1%	?	-2	-7%	-2%	1%
29	/	-5%	-9%[60.1 µM]	O=C(Nc1ccc(Cl)c(Cl)c1)N1CCC(c2ccccc2)C1 (stereo not drawn)	5%	-9%	-40	-6%	-1%	-2%
30	1%	-3%	1%	COc1ccc(OC)c(N(CC(=O)Nc2cccnc2)S(=O)(=O)c2ccccc2)c1	-23%	-11%	-7	-9%	-6%	-4%

Some of the entries so far, with bars between the fields.
item | SMILES | APEX1 inh | Pol iota inh | POLK inh | POLB inh | Anesthetic bind | RXFP1 antag | POLH inh | PGK inhibitor | BLM inh
26 | CCN(C(=O)CN1C(=O)NC2(CCc3ccccc32)C1=O)C1CCS(=O)(=O)C1 (stereo not drawn) | 10% | 18% | 6% | / | / | 1 | 3% | -1% | /
9 | Cc1ccc(NC(=O)CN(C)S(=O)(=O)c2cccc3nsnc23)cc1Cl | -8% | 12% | -18% | -1% | -11% | -3 | -12% | -11% | -5%

Returning to the listing, repeating the two entries before the break.
item	APEX1 inh	Pol iota inh	POLK inh	molecule	POLB inh	Anesthetic bind	RXFP1 antag	POLH inh	PGK inhibitor	BLM inh
29	/	-5%	-9%[60.1 µM]	O=C(Nc1ccc(Cl)c(Cl)c1)N1CCC(c2ccccc2)C1 (stereo not drawn)	5%	-9%	-40	-6%	-1%	-2%
30	1%	-3%	1%	COc1ccc(OC)c(N(CC(=O)Nc2cccnc2)S(=O)(=O)c2ccccc2)c1	-23%	-11%	-7	-9%	-6%	-4%
31	-5%	21%	-6%	O=C(NC(=O)c1cccc(F)c1)OC[C@@H]1CCCN2CCCC[C@H]12	-10%	-1%	/	-23%	5%	3%
32	2%	-11%	-2%	O=C1OCCC1N1C(=O)c2ccccc2S1(=O)=O (stereo not drawn)	-2%	-16%	-7	-8%	-3%	1%
33	6%	23%	1%	Cc1ccc(OCC(=O)N2CCN(C(=O)c3cccc(F)c3)CC2)cc1	34%	-5%	-2	-11%	i	-4%
34	2%	27%	-18%	CCOc1cccc(C(=O)Nc2cccc(C(=O)NCC(C)C)c2)c1	30%	-12%	3	-20%	-4%	3%
35	-2%	19%	0%	CCn1c(SCC(N)=O)nc2c1c(=O)n(C)c(=O)n2C	-24%	-5%	2	-3%	-1%	1%
36	-2%	0%	1%	O=C(NCCN1C(=O)C2C3C=CC(C3)C2C1=O)Nc1ccc(Br)cc1 (stereo not drawn)	2%	-20%	-9	-4%	-3%	2%
37	-3%	?	0%	CCC(=O)Nc1c(C#N)c2nc3ccccc3nc2n1-c1ccccc1C	-1%	154%[activator]	10	3%	-7%	-9%
38	-8%	-8%	-2%	O=C(COC(=O)c1cn(-c2ccccc2)nc1-c1cccs1)NC1CC1	16%	-2%	-1	-4%	-6%	-4%
39	/	-5%	-3%[60.1 µM]	O=C(NCc1ccccc1)C1CCN(S(=O)(=O)c2ccc3c(c2)CCCN3C(=O)C2CCC2)CC1	30%	-12%	-11	-15%	11%	-16%
40	27%	1%	-15%	O=C(c1c(F)cccc1F)N1CCC(O)(c2ccc(F)cc2)CC1	-16%	0%	-2	-17%	-5%	-8%
41	?	173%[activator]	-1%	CCN(C(=O)COc1ncnc2sccc12)c1ccccc1	-1%	-4%	2	-18%	-9%	-7%
42	8%	?	1%	O=C(OCn1ncc(Br)c(Br)c1=O)c1ccccc1Cl	3%	?	-19	?	-8%	-9%
43	-1%	20%	-4%	O=C(Cn1c(=O)oc2cc(S(=O)(=O)N3CCc4ccccc43)ccc21)N1CCCCC1	0%	?	/	-13%	7%	1%
44	-2%	21%	-20%	CCC1S/C(=N/N=C/c2ccco2)NC1=O (stereo not drawn)	?	-14%	-14	-10%	-1%	-2%
45	22%	-16%&3%	-5%&-11%	CCc1cccc(NC(=O)CCC(=O)N2CCSc3ccccc32)c1	-1%&-18%	?	1	-12%&3%	1%	-4%&0%
46	?	/	-5%[60.1 µM]	CCC(=O)CC	/	0%	/	/	/	-6%
47	11%	-17%	-12%	Cc1ccc(Nc2nnc(SCC(=O)NCC3CCCO3)s2)cc1C (stereo not drawn)	/	/	10	-10%	0%	/
48	-2%	48%[activator]	-4%	O=c1c2ccccc2cnn1Cc1n[nH]c(=S)n1-c1ccc(F)cc1	26%	-8%	20	2%	-3%	-3%

2 of the compounds above, as a markdown table.
| nr | compound | APEX1 inh | Pol iota inh | POLK inh | POLB inh | Anesthetic bind | RXFP1 antag | POLH inh | PGK inhibitor | BLM inh |
| --- | --- | --- | --- | --- | --- | --- | --- | --- | --- | --- |
| 48 | O=c1c2ccccc2cnn1Cc1n[nH]c(=S)n1-c1ccc(F)cc1 | -2% | 48%[activator] | -4% | 26% | -8% | 20 | 2% | -3% | -3% |
| 32 | O=C1OCCC1N1C(=O)c2ccccc2S1(=O)=O (stereo not drawn) | 2% | -11% | -2% | -2% | -16% | -7 | -8% | -3% | 1% |

Compound activity (PubChem BioAssay)
